EBV gp42 block: EBV gp42 inhibition; Fluorescence polarization binding assay, mP read-out; actives 0.42% (n = 220,000); Q1HVG2; inhibition, % (tested at 21.74 µM); AID 1085; in the data active = inhibition above about 50%
Target sequence (Q1HVG2 whole entry, looked up): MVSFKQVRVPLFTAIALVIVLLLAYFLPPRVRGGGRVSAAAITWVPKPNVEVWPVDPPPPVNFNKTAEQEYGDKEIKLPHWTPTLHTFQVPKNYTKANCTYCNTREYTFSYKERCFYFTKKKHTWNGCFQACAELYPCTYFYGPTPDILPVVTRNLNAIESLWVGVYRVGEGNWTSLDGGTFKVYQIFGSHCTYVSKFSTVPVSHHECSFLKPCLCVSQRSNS
TbHK1 inh: blocks Trypanosoma brucei hexokinase 1 activity | inhibition, % at 10 µM | recombinant TbHK1, G6PDH-coupled NADH A340 | actives 0.11% (n = 220,000);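 active = inhibition of 50% or more in the single-dose primary screen; inactive = inhibition below 50%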
Runt-SMMHC FRET: Runt domain-CBFb-SMMHC interaction inhibition; Q01196+Q13951; Cerulean-Runt/Venus-CBFb-SMMHC FRET ratio 530/480, 1 h; inhibition, % at 20 µM; actives 0.74% (n = 220,000);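 active = mean inhibition across duplicate retests at 20 µM reaching about 50%, limit read from the data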;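 also: 0% = DMSO wells and 100% = wells with excess untagged CBFb-SMMHC; inhibitors lower the FRET ratio by blocking Runt binding to CBFb-SMMHC; some results filed as inactive read as strong as hits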
Runt-CBFb FRET: inhibitors of human RUNX1 Runt domain binding to CBFb | Q01196+Q13951 | Cerulean-Runt/Venus-CBFb FRET ratio 530/480, 1 h | inhibition, % at 20 µM | actives 0.46% (n = 220,000) | AID 1496;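 active = inhibition over about 50% at 20 µM in the single-dose screen, limit read from the data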;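 also: 0% = DMSO wells and 100% = excess unlabeled CBFb competitor control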
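Buffer or medium: Tris pH 7.5 buffer with BSA. Assay system: Cerulean-labeled Runt domain protein. Amount: each fluorescent fusion protein 100 nM. Read-out basis: loss of energy transfer signal. Incubation: 1 h compound exposure, room temperature. Probe or stimulus: Venus-CBFb binding partner, 100 nM. Detection: FRET, excitation 422 nm, emission at 530 and 480 nm.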
MDM2 E3 inh: blocks human Mdm2 ubiquitin ligase activity | Q00987 | actives 0.11% (n = 210,000) | signal enhancement, % at 5 µM | AID 1230 | cell-based MDM2 ubiquitination luciferase reporter, 2 h; 0 = plate control, 100 = twice control, blank-subtracted;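 active = signal enhancement of 30% or more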;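 also: luminescence tracks abundance of the self-degrading MDM2-luciferase fusion protein; higher signal means inhibition of MDM2 E3 ligase activity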
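Assay system: mammalian cells stably expressing self-ubiquitinating, self-degrading MDM2 E3–luciferase fusion. Quantity: 2000 cells in each well. Medium: DMEM culture medium. Compound dosing: single-point 5 µM. Timing: cell settling 4 h, compound treatment 2 h, both 37 °C. Technique: luciferase luminescence. Read-out basis: percent signal gain over controls, blank-subtracted. Benchmarks: plate controls and plate blanks.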
Hck-Nef inh: inhibitors of human Hck kinase activated by Nef | P08631 | Recombinant Hck-YEEI plus Nef, Z-Lyte FRET kinase assay | inhibition, % at 20 µM | actives 0.68% (n = 220,000);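 active = Hck-Nef kinase inhibition above about 50%, limit read from the data; inactive = inhibition below that limit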;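 also: 0% = DMSO with Hck plus Nef and 100% = Hck alone without Nef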
p47phox inh: blocks human p47phox regulatory protein of NADPH oxidases | P14598 | p47phox/p22phox peptide binding, fluorescence polarization, 2 h | inhibition, % at 24.7 µM | actives 0.53% (n = 220,000) | AID 1274;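 active = inhibition above about 30%, limit read from the data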;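 also: 0% = p47phox with labelled peptide and 100% = labelled peptide alone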
Target sequence (P14598 whole entry, looked up): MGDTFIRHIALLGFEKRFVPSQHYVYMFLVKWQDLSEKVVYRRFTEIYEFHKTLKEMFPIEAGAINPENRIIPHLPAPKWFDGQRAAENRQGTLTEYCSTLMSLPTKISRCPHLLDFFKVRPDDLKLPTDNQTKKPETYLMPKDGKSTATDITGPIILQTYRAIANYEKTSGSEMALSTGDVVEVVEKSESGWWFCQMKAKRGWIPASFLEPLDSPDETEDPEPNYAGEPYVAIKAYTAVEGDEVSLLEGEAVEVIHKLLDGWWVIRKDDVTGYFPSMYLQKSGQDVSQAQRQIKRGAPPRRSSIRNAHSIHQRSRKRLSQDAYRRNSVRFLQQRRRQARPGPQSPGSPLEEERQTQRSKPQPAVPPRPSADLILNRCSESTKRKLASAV
L929 necroptosis: blocks zVAD induced death of L929 cells; viability rescue, % at 10 µM; actives 0.38% (n = 220,000); L929 zVAD necroptosis rescue, ATP luminescence, 24 h; with zVAD 60 µM;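 active = activation, scaled between plate controls, above about 75%, limit read from the data; inactive = activation under that limit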;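 also: 0% = zVAD with DMSO and 100% = DMSO alone without zVAD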
14-3-3 Bad PPI: disrupts binding of bovine 14-3-3 zeta to phospho-Bad peptide | inhibition, % at 21.7 µM | AID 781 | P63103 | actives 0.71% (n = 220,000) | TR-FRET 14-3-3zeta/Dy647-pBad peptide displacement, 1 h;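 active = inhibition above about 70%, limit read from the data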;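 also: 0% = full 14-3-3 plus peptide FRET controls and 100% = background without 14-3-3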
Target sequence (P63103 whole entry, looked up): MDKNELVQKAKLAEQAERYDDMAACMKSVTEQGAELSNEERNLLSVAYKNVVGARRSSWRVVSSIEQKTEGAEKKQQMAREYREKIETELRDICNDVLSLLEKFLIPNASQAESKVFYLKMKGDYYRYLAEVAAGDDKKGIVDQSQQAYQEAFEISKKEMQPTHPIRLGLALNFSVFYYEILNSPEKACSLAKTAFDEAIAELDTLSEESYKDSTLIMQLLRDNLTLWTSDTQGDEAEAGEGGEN
The depositor's hits bear a star; . = not tested or not shown; [ ] = remark or other dose.

Compound	EBV gp42 block	TbHK1 inh	Runt-SMMHC FRET	Runt-CBFb FRET	MDM2 E3 inh	Hck-Nef inh	p47phox inh	L929 necroptosis	14-3-3 Bad PPI
COc1ccc(C(CC(=O)c2ccccc2)S(=O)(=O)c2ccc(C)cc2)cc1 (stereo not given)	-12	-4	2	-1	2	0	-10	0.1	-4
Cc1ccc(NC(=O)c2cc(Cl)ccc2[N+](=O)[O-])cc1C	-7	-2	0	-5	-2	2	3	-0.8	13
COc1ccc(CN2CCN(CCC(C)C)C(CCO)C2)cc1Cn1cccn1 (stereo not given)	-8	1	-1	-2	-4	23	-3	-1.1	0
Cc1cc(C)c(NC(=O)C2CCCN2CCC(C)C)c(C)c1 (stereo not given)	-20	-1	0	-4	8	3	-4	-0.8	5
COc1ccc(C)cc1Nc1nnc(C)c(=O)[nH]1	-13	-1	3	1	-16	5	8	0.8	-6
Cc1cn(COC/C=C/c2ccccc2)c(=O)[nH]c1=O	-19	6	1	-1	12	3	-6	0.1	9
Nn1c(SCc2cccc(F)c2)nnc1-c1ccncc1	-18	-5	-6	0	-14	-8	-7	0.4	-5
O=C(Nc1nc2ccccc2[nH]1)C1CCN(S(=O)(=O)c2cccs2)CC1	-14	-6	-2	0	.	6	3	1.6	-3[fluorescence artefact?]
O=C1N/C(=C/c2cccn2-c2ccc(F)cc2)C(=O)N1Cc1ccccc1F	-16	-6	-2	11	18	0	-24	2.1	-5
CC(=O)NC1(C(F)(F)F)NC(=O)N(c2ccc(F)cc2)C1=O (stereo not given)	-13	1	3	0	-2	5	0	3.8	-3
Nc1ccc(S(=O)(=O)N2CCCC2)cc1Cl	-17	-14	2	1	-10	18	0	-0.8	-12
CCC(C)NC(=O)CC(NS(=O)(=O)c1ccc(Cl)cc1)c1ccco1 (stereo not given)	-7	-3	1	2	-1	1	0	0.1	-2
COc1cc2c(cc1NC(=O)CCCN1C(=O)CCC1=O)oc1ccccc12	-7	-7	0	-1	-6	9	-8	-0.2	-3
CCC1C(=O)c2ccccc2N(C)C1=O (stereo not given)	-4	0	-2	-1	9	4	-1	1.0	-7
O=C(O)CS(=O)CC(=O)NCc1cccc(C(F)(F)F)c1 (stereo not given)	-11	-1	-8	1	-4	-20	-32	0.3	-9
O=C(CSc1c2c(nc3ccccc13)CCCC2)NCc1ccco1	-6	5	15	23	-17	24	13	-1.6	-4
NC(=O)CC(NC(=O)Cc1ccc(Cl)cc1)c1ccc(NCc2ccccc2)c([N+](=O)[O-])c1 (stereo not given)	-26	-9	-3	-6	19	27	-13	1.3	-2
O=C(CSc1nnc(-c2cccnc2)n1Cc1ccccc1)NCc1ccccc1	-2	7	2	-1	1	18	0	-0.2	-2
CNC(=O)COC(=O)c1ccccc1Oc1ccccc1	-4	-1	-1	0	-19	0	-13	-1.4	-3
CCOC(=O)C1CC(c2ccc(Cl)cc2)=NNC1=O (stereo not given)	2	2	-2	-2	-1	24	-4	2.5	-14
CNC(=O)C1CC(=O)N(CCc2ccc(OC)c(OC)c2)C(=Nc2ccc(F)cc2)S1 (stereo not given)	-14	-1	-2	-3	.	1	-20	-0.1	-6
CCCC1(C(=O)O)NC(c2ccccc2O)C2C(=O)N(Cc3ccccc3)C(=O)C21 (stereo not given)	-3	-2	0	2	-2	16	-14	1.8	-3
COc1ccccc1CNC(=O)C1CCN(C(=O)NC2CCCCC2)CC1	3	-2	-1	2	-23	22	-12	5.3	-23
COc1ccccc1Cn1c(C)nnc1-c1cnn(C)c1N	-15	-4	5	2	-13	-1	3	-0.5	-5
O=C(N/N=C/c1cccc(O)c1)c1ccc(NC(=O)c2cccc([N+](=O)[O-])c2)cc1	-1	-3	0	-2	-7	26	-15	2.6	-11
O=c1c2[nH]c3ccc(F)cc3c2ncn1Cc1ccncc1	-7	-3	0	0	-5	6	-10	0.5	3
Cc1ccc(Oc2cc(NC(=O)CCCn3nc([N+](=O)[O-])c(Cl)c3C)cc([N+](=O)[O-])c2)cc1	7	-4	0	0	1	4	-11	.	6[fluorescence artefact?]
CC1(C)S[C@@H]2[C@H](NC(=O)[C@H](C(=O)O)c3ccsc3)C(=O)N2[C@H]1C(=O)O	-11	10	1	-1	.	-8	-9	68	0
CC1(C)Cc2c(c(N3CCOCC3)nc3sc(C(N)=O)c(N)c23)CO1	-4	-33	-5	30	-23	25	2	1.2	-5
CC(NCC(=O)Nc1cc(S(=O)(=O)N2CCCCCC2)ccc1Cl)c1ccccc1 (stereo not given)	-4	8	0	-1	-1	13	-4	0.1	28
COc1cccc(C(=O)COc2ccccc2-c2ccccc2)c1	-9	35	-1	-1	-4	1	6	-0.3	-1
Cc1ccc(S(=O)(=O)C2(C(=O)N3CCCC(C)C3)CC2)cc1 (stereo not given)	-10	20	2	-2	1	1	-4	0.1	-1
COC(=O)c1ccc(NC(=O)CCn2cccc2)cc1	6	0	-2	-1	-18	0	-9	-0.5	-4[fluorescence artefact?]
O=C(OCCN1C(=O)c2cccc3c(N4CCOCC4)ccc(c23)C1=O)c1cccc(Cl)c1	152*	-9	-116	-346	-10	-7	-79	1.1	-25
COc1ccc(F)cc1C(=O)C1CCCN(Cc2c(C)n(C)n(-c3ccccc3)c2=O)C1 (stereo not given)	-15	-1	-1	1	-5	18	3	0.5	-14
CC1(C)CC(CC(=O)Nc2ccc([N+](=O)[O-])cc2)C(=O)O1 (stereo not given)	-8	-17	2	1	14	-1	-3	-0.3	-3
CCOC(=O)c1ccc(N2C(=O)C(O)=C(C(C)=O)C2c2ccc(O)c(OC)c2)cc1 (stereo not given)	-19	-19	-2	3	-6	1	-6	3.5	38[fluorescence artefact?]
O=C(CCCn1c(=O)oc2ccccc21)N1CCc2ccccc2C1	-1	-2	1	1	-14	-1	1	0.7	-1
Cc1cc(C)nc(/N=C2\NC(=O)CC(C(=O)O)N2CCc2c[nH]c3ccccc23)n1 (stereo not given)	-3	4	0	3	-7	21	-2	0.7	8
Cc1cccc(C)c1NC(=O)CN(c1ccccn1)S(=O)(=O)c1ccc(F)cc1	-11	-11	-1	0	0	19	-13	0.7	10

Other entries
Under each structure: EBV gp42 block | TbHK1 inh | Runt-SMMHC FRET | Runt-CBFb FRET | MDM2 E3 inh | Hck-Nef inh | p47phox inh | L929 necroptosis | 14-3-3 Bad PPI
- CC(=O)c1cccc(N(C(=O)c2ccco2)C(C(=O)NC2CCCC2)c2ccc(N3CCOCC3)cc2)c1 (stereo not given)
    1 | 5 | -1 | 0 | -7 | 9 | . | -1.2 | -3
- O=C(CNC(=O)c1ccco1)OCc1ccc(C(=O)c2ccccc2)cc1
    -5 | 4 | 2 | 0 | -21 | 1 | -8 | 1.5 | -6
- CC(C)N1CCN(Cc2cnc(N3CCCC3)s2)CC1CCO (stereo not given)
    -20 | -6 | 0 | 1 | -6 | 14 | -10 | -1.2 | -6
- Cc1ccccc1C(=O)c1cccn1CC(=O)NCc1ccc2c(c1)OCO2
    0 | 28 | 4 | 0 | -16 | -2 | -18 | -0.1 | -12[fluorescence artefact?]
- CC(C)CN(CC(C)C)C(=O)Nc1ccccc1F
    -12 | 1 | 1 | 0 | -6 | 10 | -1 | 1.2 | -2
- CCOC(=O)C1(CCSC)NC(c2ccco2)C2C(=O)N(C)C(=O)C21 (stereo not given)
    -5 | 4 | 2 | -2 | -1 | 1 | -12 | 0.1 | -13[fluorescence artefact?]
- O=C(COc1ccccc1)NCc1cccs1
    -5 | -1 | 3 | -4 | -7 | 1 | -3 | 0.1 | 8
- Cc1cc(C)n(-c2nnc(C)n2NS(=O)(=O)c2ccc(F)cc2)n1
    -1 | -1 | 0 | -2 | 8 | 3 | -5 | 1.0 | 9
- C=CCn1c(SCC(=O)NCc2ccc3c(c2)OCO3)nc2scc(-c3ccc(F)cc3)c2c1=O
    -8 | -1 | -2 | 0 | -2 | 2 | 4 | 0.0 | 0[fluorescence artefact?]
- CN(C)S(=O)(=O)c1ccc(NC(=S)NC(=O)c2ccc(Br)o2)cc1
    -19 | 6 | 5 | 5 | 6 | 17 | -2 | -0.7 | -2
- Cc1noc(COc2ccccc2OCc2onc(C)c2Cl)c1Cl
    -5 | 4 | 0 | -1 | 1 | 0 | -3 | 0.8 | 2
- Cc1cc(N2CCCC2)nc2ccc(NC(=S)NC(C)C)cc12
    2 | -5 | -13 | -5 | -37 | -12 | 4 | -0.5 | -5
- CCN(CC)CCOC(=O)CCc1cccc2ccccc12
    -10 | 4 | 4 | 0 | -3 | 7 | -2 | -0.6 | 24
- O=C(NCC(c1cccs1)N1CCOCC1)c1ccc(Cl)s1 (stereo not given)
    -18 | -3 | 3 | -1 | -34 | 1 | -13 | 3.0 | 43
- CCC(=O)Nc1cccc(-c2csc(-c3ccccc3)n2)c1
    -2 | -6 | 7 | 0 | -11 | 3 | -17 | 0.2 | -4
- O=C(Nc1ccc(N2CCN(C(=O)c3cccs3)CC2)cc1)c1cccnc1Cl
    -15 | -3 | 0 | -3 | -5 | 20 | 3 | 0.0 | -6
